# BioA inh: blocks M. tuberculosis BioA enzyme activity; purified M. tuberculosis BioA enzyme, plate reader; inhibition, % at 9.99 µM; 360,000 tested, 0.096% active; in the data active = inhibition above about 40%
# Active calls of the source: *.
SMILES,BioA inh
Cc1noc(C)c1NC(=O)Nc1ccc2c(c1)C(=O)N([C@@H](C)CO)C[C@@H](C)[C@H](CN(C)C(=O)Nc1cccc3ccccc13)O2,1.2
COc1ccc(C(=O)N2C[C@@H]3[C@H](c4ccccc42)[C@@H](CO)N3Cc2ccc3c(c2)OCO3)cc1,1.3
C[C@H](CO)N1C[C@H](C)[C@@H](CN(C)C)Oc2ccc(NC(=O)CCCCCC(=O)Nc3ccccc3N)cc2C1=O,-4.5
CCCC#Cc1ccc([C@H]2[C@@H](C#N)N(C(=O)C3CCC3)[C@@H]2CO)cc1,-0.4
O=C(Nc1ccc(F)cc1)N1CCCCN2[C@H](CO)[C@H](c3ccc(C#CC4CC4)cc3)[C@@H]2C1,0.5
Cc1noc(C)c1NC(=O)Nc1ccc2c(c1)C(=O)N([C@@H](C)CO)C[C@@H](C)[C@@H](CN(C)C)OCCCC[C@@H](C)O2,-1.1
C[C@H](CO)N1C[C@H](C)[C@@H](CN(C)Cc2ccc(Oc3ccccc3)cc2)Oc2ccc(NS(C)(=O)=O)cc2C1=O,1.6
CNC[C@H]1Oc2c(NS(=O)(=O)c3ccccc3)cccc2C(=O)N([C@@H](C)CO)C[C@@H]1C,-1.2
C[C@@H]1CN([C@@H](C)CO)C(=O)c2cccc(NC(=O)Nc3ccc4c(c3)OCO4)c2O[C@H]1CN(C)C,2.6
CCCNC(=O)[C@H]1[C@H](CO)[C@H]2Cn3c(ccc(-c4ccccc4)c3=O)[C@H]2N1CC1CC1,11
O=C(c1ccncc1)N1CCCCN2[C@H](CO)[C@@H](c3ccc(-c4ccccc4)cc3)[C@@H]2C1,-2.8
Cc1noc(C)c1NC(=O)N(C)C[C@@H]1Oc2ccc(NC(=O)CCC(F)(F)F)cc2CC(=O)N([C@H](C)CO)C[C@H]1C,-1.6
C[C@@H]1CN([C@@H](C)CO)C(=O)c2cc(NC(=O)c3ccccc3)ccc2O[C@@H](C)CCCCO[C@@H]1CN(C)C(=O)c1ccncc1,-0.7
Cc1noc(C)c1NC(=O)N(C)C[C@H]1OCCCC[C@H](C)Oc2ccc(NS(=O)(=O)c3c(C)noc3C)cc2C(=O)N([C@H](C)CO)C[C@@H]1C,-0.4
CN(C)C(=O)[C@H]1[C@H](CO)[C@H]2Cn3c(ccc(C4=CCCC4)c3=O)[C@H]2N1Cc1ccccn1,-1.7
C[C@H](CO)N1C[C@H](C)[C@H](CN(C)CC2CC2)OCCCC[C@H](C)Oc2ccc(NS(=O)(=O)c3ccc(Cl)cc3)cc2C1=O,0.1
Cc1ccc(S(=O)(=O)Nc2ccc3c(c2)C(=O)N([C@H](C)CO)C[C@H](C)[C@@H](CN(C)S(=O)(=O)c2ccc(C)cc2)OCCCC[C@@H](C)O3)cc1,-0.3
CNC[C@@H]1Oc2ccc(NC(=O)Cc3cn(C)c4ccccc34)cc2C(=O)N([C@H](C)CO)C[C@@H]1C,-1.7
CC=Cc1ccc2n(c1=O)C[C@H]1[C@H](CO)[C@@H](C(=O)NCC)[C@@H]2N1C(=O)c1ccccc1 (mixture of isomers),0.3
Cc1ccc(S(=O)(=O)Nc2ccc3c(c2)C(=O)N([C@H](C)CO)C[C@H](C)[C@H](CN(C)S(=O)(=O)c2cn(C)cn2)OCCCC[C@@H](C)O3)cc1,-1.7
COc1ccc(-c2ccc([C@H]3[C@H](C#N)N(C(=O)c4cccc(F)c4)[C@H]3CO)cc2)cc1,1.0
C[C@@H]1CN([C@H](C)CO)C(=O)Cc2cc(NS(=O)(=O)c3cn(C)cn3)ccc2O[C@H]1CN(C)C,-1.8
Cc1cccc(-c2ccc([C@H]3[C@@H](CO)N4CCCCN(Cc5ccncc5)C[C@H]34)cc2)c1,-3.5
C[C@@H](NC(=O)C[C@@H]1CC[C@H]2[C@@H](COC[C@H](O)CN2C(=O)Nc2cccc(Cl)c2)O1)c1ccccc1,0.4
C[C@@H]1CN([C@H](C)CO)C(=O)Cc2cc(NS(=O)(=O)c3ccc(F)cc3)ccc2O[C@H]1CN(C)C(=O)Nc1ccccc1,-3.5

# Entries listed so far containing a halogen (six):
SMILES,BioA inh
O=C(Nc1ccc(F)cc1)N1CCCCN2[C@H](CO)[C@H](c3ccc(C#CC4CC4)cc3)[C@@H]2C1,0.5
Cc1noc(C)c1NC(=O)N(C)C[C@@H]1Oc2ccc(NC(=O)CCC(F)(F)F)cc2CC(=O)N([C@H](C)CO)C[C@H]1C,-1.6
C[C@H](CO)N1C[C@H](C)[C@H](CN(C)CC2CC2)OCCCC[C@H](C)Oc2ccc(NS(=O)(=O)c3ccc(Cl)cc3)cc2C1=O,0.1
COc1ccc(-c2ccc([C@H]3[C@H](C#N)N(C(=O)c4cccc(F)c4)[C@H]3CO)cc2)cc1,1.0
C[C@@H](NC(=O)C[C@@H]1CC[C@H]2[C@@H](COC[C@H](O)CN2C(=O)Nc2cccc(Cl)c2)O1)c1ccccc1,0.4
C[C@@H]1CN([C@H](C)CO)C(=O)Cc2cc(NS(=O)(=O)c3ccc(F)cc3)ccc2O[C@H]1CN(C)C(=O)Nc1ccccc1,-3.5

# Other structures follow.
SMILES,BioA inh
C[C@H]1CCCCO[C@H](CN(C)Cc2ccc(C(F)(F)F)cc2)[C@@H](C)CN([C@@H](C)CO)C(=O)c2cc(NS(C)(=O)=O)ccc2O1,2.8
C[C@@H]1CN([C@H](C)CO)C(=O)Cc2cc(NC(=O)Nc3ccccc3)ccc2O[C@H]1CN(C)C(=O)Nc1ccccc1,-3.0
Cc1noc(C)c1NC(=O)N(C)C[C@@H]1Oc2ccc(NC(=O)c3ccncc3)cc2C(=O)N([C@H](C)CO)C[C@@H]1C,0.0
C[C@H](CO)N1C[C@H](C)[C@H](CN(C)Cc2ccncc2)Oc2cc(C#CC(C)(C)O)ccc2S1(=O)=O,18
C[C@@H]1CN([C@@H](C)CO)C(=O)c2cccc(NC(=O)C3CC3)c2O[C@@H]1CN(C)C,-2.6
CCC(=O)Nc1ccc2c(c1)C(=O)N(C)C[C@@H](OC)[C@@H](C)CN(C(=O)c1ccccn1)[C@H](C)CO2,-3.8
C[C@@H]1CCCCO[C@H](CN(C)C(=O)Nc2cccc3ccccc23)[C@H](C)CN([C@@H](C)CO)C(=O)c2cc(NC(=O)Nc3ccccc3)ccc2O1,-1.5
CCC(=O)Nc1ccc2c(c1)C(=O)N(C)C[C@@H](OC)[C@H](C)CN(C(=O)NC1CCCCC1)[C@H](C)CO2,-3.4
C[C@H]1CN([C@@H](C)CO)C(=O)c2cc(NC(=O)Nc3ccc(C(F)(F)F)cc3)ccc2O[C@H]1CN(C)Cc1ccc(Cl)c(Cl)c1,-1.5
C[C@@H]1CN([C@@H](C)CO)S(=O)(=O)c2ccc(C#CC3CC3)cc2O[C@H]1CN(C)C(=O)CC1CC1,-0.3
C[C@@H]1CCCCO[C@@H](CN(C)CC2CC2)[C@@H](C)CN([C@H](C)CO)C(=O)c2cc(NS(=O)(=O)c3cccs3)ccc2O1,0.1
C[C@@H]1CCCCO[C@H](CN(C)C(=O)c2ccccc2)[C@@H](C)CN([C@H](C)CO)C(=O)c2cc(NC(=O)C3CCCCC3)ccc2O1,-1.1
CCS(=O)(=O)Nc1ccc2c(c1)C(=O)N(C)C[C@H](OC)[C@@H](C)CN(CC1CCCCC1)[C@@H](C)CO2,7.1
CN(C)CC#Cc1ccc([C@H]2[C@@H](CO)N3CCCCN(C(=O)Nc4cc(F)ccc4F)C[C@H]23)cc1,5.2
N#C[C@@H]1[C@@H](c2ccc(C3=CCCCC3)cc2)[C@@H](CO)N1C(=O)NC1CCCCC1,-2.2
Cc1ccc(S(=O)(=O)NCC[C@H]2CC[C@@H](NC(=O)c3cnccn3)[C@H](CO)O2)cc1,4.5
O=C(C[C@H]1CC[C@@H]2[C@H](COC[C@H](O)CN2C(=O)c2ccncc2)O1)NCc1cccc(F)c1,-2.8
CO[C@H]1CN(C)C(=O)c2cc(NC(=O)NC(C)C)ccc2OC[C@@H](C)N(Cc2ccccc2)C[C@H]1C,2.0
Cc1ccc(S(=O)(=O)N(C)C[C@H]2Oc3ccc(NS(=O)(=O)c4ccccc4)cc3C(=O)N([C@@H](C)CO)C[C@H]2C)cc1,2.7
C[C@@H]1CN([C@@H](C)CO)C(=O)c2cc(C#Cc3ccc(F)cc3)cnc2O[C@@H]1CN(C)S(C)(=O)=O,1.2
C[C@H](CO)N1C[C@H](C)[C@@H](CN(C)S(=O)(=O)c2cn(C)cn2)Oc2ccc(NC(=O)c3ccncc3)cc2CC1=O,7.2
COc1ccc(S(=O)(=O)Nc2ccc3c(c2)C(=O)N([C@H](C)CO)C[C@@H](C)[C@H](CN(C)C(=O)Nc2ccc4c(c2)OCO4)O3)cc1,0.4
COc1ccc(S(=O)(=O)Nc2ccc3c(c2)CC(=O)N([C@@H](C)CO)C[C@@H](C)[C@H](CN(C)S(=O)(=O)c2cn(C)cn2)O3)cc1,0.5
Cc1cccc(-c2ccc([C@@H]3[C@H]4CN(C(=O)c5cccnc5)CCCCN4[C@H]3CO)cc2)c1,1.1
CNC[C@@H]1OCCCC[C@@H](C)Oc2ccc(NC(=O)Nc3ccc(F)cc3)cc2C(=O)N([C@@H](C)CO)C[C@@H]1C,-1.0

# Reprinted from the part before: 2 entries; new compounds follow.
SMILES,BioA inh
Cc1cccc(-c2ccc([C@@H]3[C@H]4CN(C(=O)c5cccnc5)CCCCN4[C@H]3CO)cc2)c1,1.1
CNC[C@@H]1OCCCC[C@@H](C)Oc2ccc(NC(=O)Nc3ccc(F)cc3)cc2C(=O)N([C@@H](C)CO)C[C@@H]1C,-1.0
C[C@H](CO)N1C[C@H](C)[C@@H](CN(C)Cc2ccccc2)Oc2c(NC(=O)c3cnccn3)cccc2C1=O,-0.6
COc1ccc(S(=O)(=O)N(C)C[C@H]2OCCCC[C@@H](C)Oc3ccc(NC(=O)NC4CCCCC4)cc3C(=O)N([C@@H](C)CO)C[C@H]2C)cc1,1.0
COC(=O)C[C@@H]1C=C[C@@H](NS(=O)(=O)c2ccccc2F)[C@@H](CO)O1,1.2
C[C@@H]1CN([C@H](C)CO)C(=O)c2cc(N(C)C)ccc2O[C@@H]1CN(C)Cc1ccc(Cl)c(Cl)c1,-0.7
COc1ccc(NC(=O)Nc2ccc3c(c2)C(=O)N([C@@H](C)CO)C[C@@H](C)[C@H](CN(C)Cc2ccc(-c4ccccc4)cc2)O3)cc1,0.7
C[C@H]1CN([C@@H](C)CO)C(=O)c2cccc(NC(=O)C3CCOCC3)c2O[C@@H]1CN(C)S(=O)(=O)c1cccs1,0.3
Cc1ccc(S(=O)(=O)N[C@@H]2CC[C@@H](CCn3cc(C4CC4)nn3)O[C@@H]2CO)cc1,-1.0
CC(C)NC(=O)N1CCCCN2[C@@H](CO)[C@@H](c3ccc(C#C[C@@H](C)O)cc3)[C@@H]2C1,2.8
C[C@H](CO)N1C[C@H](C)[C@H](CN(C)CC2CCCCC2)Oc2ccc(NC(=O)Cc3cn(C)c4ccccc34)cc2C1=O,-0.4
CC(C)NC(=O)Nc1ccc2c(c1)C(=O)N([C@H](C)CO)C[C@H](C)[C@H](CN(C)CC1CC1)OCCCC[C@@H](C)O2,-0.7
C[C@H](CO)N1C[C@H](C)[C@H](CN(C)CC2CC2)Oc2cc(-c3cccc(F)c3)ccc2S1(=O)=O,-0.6
COc1cccc(-c2ccc([C@@H]3[C@@H](CO)N4CCCCN(S(=O)(=O)c5cccs5)C[C@H]34)cc2)c1,8.1
C[C@@H]1CN([C@@H](C)CO)C(=O)Cc2cc(NC(=O)Cc3cn(C)c4ccccc34)ccc2O[C@H]1CN(C)C(=O)NC1CCCCC1,6.9
N#C[C@@H]1[C@@H](c2ccccc2)[C@H](CO)N1C(=O)Nc1cccc(F)c1,35
C[C@@H]1CN([C@@H](C)CO)C(=O)c2cccc(NC(=O)c3cnccn3)c2O[C@H]1CN(C)C(=O)Nc1ccc(F)cc1,0.0
C[C@@H]1CN([C@H](C)CO)C(=O)c2cc(C#Cc3ccccn3)cnc2O[C@H]1CN(C)Cc1cncnc1,10
CO[C@H]1CC[C@@H]2CCN(C)C(=O)CCCN(C)C(=O)c3cccc(C#N)c3OC[C@@H]1O2,-1.9
CNC[C@H]1Oc2cc(-c3ccccc3OC)ccc2S(=O)(=O)N([C@@H](C)CO)C[C@@H]1C,-2.5
C[C@@H]1CN([C@@H](C)CO)C(=O)c2cc(-c3ccncc3)cnc2O[C@@H]1CN(C)C(=O)c1ccncc1,-0.8
CN(C)CCCNC(=O)C[C@@H]1CC[C@@H]2[C@H](COc3ccc(NS(C)(=O)=O)cc3C(=O)N2C)O1,0.5
C[C@@H]1CN([C@H](C)CO)S(=O)(=O)c2ccc(C#CC3CC3)cc2O[C@@H]1CN(C)CC1CC1,1.5
CCCN(C)C[C@H]1Oc2cc(C#CCC3CCCC3)ccc2S(=O)(=O)N([C@H](C)CO)C[C@@H]1C,-0.7
Cc1ccc(S(=O)(=O)Nc2ccc3c(c2)C(=O)N([C@@H](C)CO)C[C@H](C)[C@@H](CN(C)Cc2ccc(Cl)c(Cl)c2)OCCCC[C@H](C)O3)cc1,-1.1
COc1ccc(S(=O)(=O)Nc2ccc3c(c2)C(=O)N([C@@H](C)CO)C[C@H](C)[C@@H](CN(C)S(=O)(=O)c2ccc(OC)cc2)OCCCC[C@H](C)O3)cc1,-2.4
CC(C)NC(=O)N(C)C[C@@H]1Oc2ccc(NC(=O)Nc3cccc4ccccc34)cc2C(=O)N([C@@H](C)CO)C[C@@H]1C,-0.4
CO[C@@H](CN(C)Cc1cc(F)ccc1F)[C@H](C)CN(C(=O)Nc1ccc(C(F)(F)F)cc1)[C@@H](C)CO,0.0
CS(=O)(=O)Nc1ccc2c(c1)[C@@H]1C[C@H](CC(=O)NCc3cccc(F)c3)O[C@@H](CO)[C@@H]1O2,2.8
C[C@@H]1CN([C@H](C)CO)C(=O)c2cccc(NS(C)(=O)=O)c2O[C@@H]1CN(C)C(=O)Nc1ccccc1,-1.0
CO[C@@H]1CN(C)C(=O)c2cc(NS(=O)(=O)Cc3ccccc3)ccc2OC[C@H](C)NC[C@@H]1C,-3.0

# Grouped by structure, the compounds so far containing a thiophene ring, fused or not (3)
SMILES,BioA inh
C[C@@H]1CCCCO[C@@H](CN(C)CC2CC2)[C@@H](C)CN([C@H](C)CO)C(=O)c2cc(NS(=O)(=O)c3cccs3)ccc2O1,0.1
C[C@H]1CN([C@@H](C)CO)C(=O)c2cccc(NC(=O)C3CCOCC3)c2O[C@@H]1CN(C)S(=O)(=O)c1cccs1,0.3
COc1cccc(-c2ccc([C@@H]3[C@@H](CO)N4CCCCN(S(=O)(=O)c5cccs5)C[C@H]34)cc2)c1,8.1

# These rows are one share of the data; count on the stated rates, not on these rows.
